TLR9-MyD88 block: inhibitors of human TLR9-MyD88 binding. CHO BLA complementation TLR9-MyD88, CCF4 FRET ratio. inhibition, % at 4.98 µM. hit rate 0.21% among 340,000;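 active = inhibition above the mean over all tested compounds plus 3 SD, cut at about 21% in these data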;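 also: 0% = DMSO only wells and 100% = clavulanate BLA inhibitor control wells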
SRC1 inh: human NCOA1 inhibition; HEK293 GAL4-SRC1 luciferase reporter, luminescence; hit rate 0.12% among 360,000; inhibition, % at 3.6 µM; AID 588354;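 active = inhibition above the campaign mean plus 3 SD, with each screening campaign given its own cutoff, cut at about 60% in these data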;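 also: 0% = DMSO treated cells and 100% = gossypol at 36 µM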
Target sequence (Q15788 whole entry, looked up, the tested form may be a part): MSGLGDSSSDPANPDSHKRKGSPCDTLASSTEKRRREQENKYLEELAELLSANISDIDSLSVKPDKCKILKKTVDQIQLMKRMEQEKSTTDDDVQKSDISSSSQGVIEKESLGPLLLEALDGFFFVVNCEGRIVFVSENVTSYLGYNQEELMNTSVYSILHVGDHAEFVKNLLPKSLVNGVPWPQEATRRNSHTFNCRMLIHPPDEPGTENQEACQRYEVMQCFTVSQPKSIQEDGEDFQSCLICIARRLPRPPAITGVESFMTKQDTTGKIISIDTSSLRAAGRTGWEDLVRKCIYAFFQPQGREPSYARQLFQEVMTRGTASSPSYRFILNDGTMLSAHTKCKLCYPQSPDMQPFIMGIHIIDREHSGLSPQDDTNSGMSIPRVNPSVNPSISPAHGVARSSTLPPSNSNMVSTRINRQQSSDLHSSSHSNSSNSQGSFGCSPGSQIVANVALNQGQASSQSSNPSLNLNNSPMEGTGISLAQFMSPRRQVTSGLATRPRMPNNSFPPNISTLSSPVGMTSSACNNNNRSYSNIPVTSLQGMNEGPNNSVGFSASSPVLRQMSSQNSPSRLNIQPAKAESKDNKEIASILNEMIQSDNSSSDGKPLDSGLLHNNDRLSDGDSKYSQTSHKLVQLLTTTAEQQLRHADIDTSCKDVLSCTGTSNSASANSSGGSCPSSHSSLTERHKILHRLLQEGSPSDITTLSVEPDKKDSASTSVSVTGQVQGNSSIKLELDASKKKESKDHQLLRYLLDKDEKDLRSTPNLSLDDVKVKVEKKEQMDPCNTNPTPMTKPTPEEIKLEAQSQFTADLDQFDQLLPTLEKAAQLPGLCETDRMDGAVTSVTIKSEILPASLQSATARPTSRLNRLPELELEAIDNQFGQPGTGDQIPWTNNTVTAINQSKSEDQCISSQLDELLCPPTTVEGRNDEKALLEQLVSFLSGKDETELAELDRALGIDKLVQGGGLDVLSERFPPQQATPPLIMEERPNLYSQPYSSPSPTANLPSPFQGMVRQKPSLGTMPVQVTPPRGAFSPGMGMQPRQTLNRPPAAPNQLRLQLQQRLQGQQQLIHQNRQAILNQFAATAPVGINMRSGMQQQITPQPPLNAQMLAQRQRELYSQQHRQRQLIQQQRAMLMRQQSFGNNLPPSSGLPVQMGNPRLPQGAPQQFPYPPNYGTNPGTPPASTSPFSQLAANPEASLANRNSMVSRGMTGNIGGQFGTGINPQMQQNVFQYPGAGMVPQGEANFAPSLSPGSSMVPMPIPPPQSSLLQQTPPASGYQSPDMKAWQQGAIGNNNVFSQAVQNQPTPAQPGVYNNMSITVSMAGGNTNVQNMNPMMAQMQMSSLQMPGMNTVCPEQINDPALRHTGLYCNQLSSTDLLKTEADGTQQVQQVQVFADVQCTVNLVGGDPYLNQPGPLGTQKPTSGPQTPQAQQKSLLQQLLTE
TWEAK-Fn14 inh: inhibitors of TWEAK-Fn14 interaction signaling | TWEAK-stimulated Fn14 reporter cells, luciferase luminescence, 8 h | inhibition, % at 10 µM | hit rate 2% among 360,000 | AID 1159606; in the data active = inhibition above about 50%
LMP1 NFkB inh: reduces LMP1-driven NF-kappaB luciferase signal | LMP1-induced NF-kappaB luciferase reporter cells, luminescence | inhibition, % at 12.5 µM | hit rate 0.69% among 350,000 | AID 504558; in the data active = inhibition above about 41%;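 also: 0% = neutral control wells and 100% = reference inhibitor control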
SRC2 inh: human SRC2 (NCOA2) inhibition. AID 651957. HEK293 GAL4-SRC2 luciferase reporter, luminescence. Q15596. inhibition, % at 9 µM. hit rate 0.17% among 370,000;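 active = inhibition above the mean inhibition of all tested compounds plus 3 SD, set per campaign, cut at about 52% in these data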;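 also: 0% = DMSO treated cells and 100% = cells given Gossypol at 36 µM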
NOD2-RIPK2 inh: blocks binding of human NOD2 to RIPK2. O43353. CHO BLA complementation NOD2-RIPK2, CCF4 ratio. inhibition, % at 4.98 µM. hit rate 0.38% among 360,000. AID 624267; in the data active = inhibition above about 21%;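 also: 0% = vehicle only and 100% = reference blocker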
NR5A2 inv ag: inverse agonists of human LRH-1 (NR5A2) | HEK293T StAR-luciferase reporter, LRH-1 transfected, 24 h | inhibition, % at 3.6 µM | O00482 | hit rate 0.13% among 360,000;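 active = inhibition above the mean inhibition of all tested compounds plus 3 SD, cut at about 73% in these data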;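 also: 0% = DMSO wells and 100% = reporter-only cells lacking LRH-1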
COUP-TFII inh: NR2F2 (human) inhibition, primary screen. HEK293T NGFI-A luciferase reporter, luminescence. inhibition, % at 8.6 µM. hit rate 0.7% among 370,000. AID 686940;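 active = inhibition above a per-plate cutoff, mean inhibition of test wells between control levels plus 3 SD, cut at about 38% in these data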;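 also: cells cotransfected with COUP-TFII expression vector driving the NGFI-A reporter; 0% = median of COUP-TF2 test wells and 100% = reporter-only cells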
TRAIL sens C8: caspase-8 TRAIL sensitization | NB7+C8 cells + TRAIL, ATPlite viability luminescence | inhibition (viability loss, TRAIL sensitization), % at 10 µM | hit rate 1% among 360,000;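 active = compounds causing at least 50% loss of cell viability in the single-dose screen, relative to plate controls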
TROY signal inh: TROY signaling inhibition; Q293 LMP1-TROYcd NF-kB luciferase reporter, 4 h; inhibition, % at 10 µM; hit rate 0.98% among 360,000;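 active = compounds whose plate-normalised and pattern-corrected inhibition of the luciferase reporter signal at the single screening dose is 50% or more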
NCOA3 inh: inhibits human SRC3 coactivator; Q9Y6Q9; HEK293 GAL4-SRC3 luciferase reporter, luminescence; inhibition, % at 3.6 µM; hit rate 0.17% among 360,000; AID 588352;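 active = inhibition above a per-campaign cutoff, the mean of all compounds plus 3 SD, cut at about 60% in these data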;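 also: 0% = DMSO-treated cells and 100% = gossypol-treated cells at 36 µM; higher means less SRC3-driven luciferase light from the GAL4 reporter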
Active calls of the source: *; . = no result given; & = joins results of further samples; ! = not confirmed by another sample. The list is partial; the hit share may differ from the screen's.

1) O=C1Nc2ccc(F)cc2C12Nc1ccccc1-c1nnc(SCc3ccccc3)nc1O2 (stereo unspecified)
2) COc1ccccc1CN1CC(C(=O)N(C)CCc2nc3ccc(F)cc3[nH]2)CCC1=O (stereo unspecified)
3) CCN(CCCNC(=O)C1CCC(=O)N1C1CCCC1)c1cccc(C)c1 (stereo unspecified)
4) CN(C(=O)c1cccc(NC(=O)Cc2ccc(NC(=O)C3CCN(C(=O)C4CCCCC4)CC3)cc2)c1)C1CCC1
5) O=S(=O)(/N=C(/Nc1ccccc1)C(F)(F)F)c1ccccc1
6) Cc1cc(-c2ccc(Cl)cc2Cl)c(C#N)c(=O)[nH]1
compound no.	1	2	3	4	5	6
TLR9-MyD88 block	5	1	-2	7	8	2
SRC1 inh	-13	2	-8	4	-4	-30
TWEAK-Fn14 inh	4	9	-7	-30	-5	-5
LMP1 NFkB inh	1	-1	-3	-4	-6	-8
SRC2 inh	9	-23	-12	-1	-4	19
NOD2-RIPK2 inh	-12	-1	8	2	-1	-1
NR5A2 inv ag	-15	-2	4	-12	-3	-2
COUP-TFII inh	-3	-14	13	-2	1	-11
TRAIL sens C8	5	-12	-8	6	5	0
TROY signal inh	-35	-10	6	8	-16	-21
NCOA3 inh	1	12	1	-10	3	-11

7) O=C(Nc1cc(S(=O)(=O)N2CCCC2)ccc1OCC(F)(F)F)c1ccccc1F
8) CCOC(=O)C1=C(C)OC2(O)c3ccccc3C(=O)C12O (stereo unspecified)
9) COc1ccc(N2C(=O)C3CCCN3C2=O)cc1 (stereo unspecified)
10) COc1cc2c(cc1NC(=O)COC(=O)c1ccc(C(C)(C)C)cc1)oc1ccccc12
11) Cc1ccccc1N1CCN(C2CCCN(C(=O)CCC(F)(F)F)C2)CC1 (stereo unspecified)
12) COc1ccc(NC(=O)COC(=O)[C@@H]2CCCN2C(=O)c2cccs2)c(OC)c1
compound no.	7	8	9	10	11	12
TLR9-MyD88 block	-1	.	2	-14	-2	-1
SRC1 inh	1	-8	10	13	6	-40
TWEAK-Fn14 inh	-21	10	-6	0	-8	5
LMP1 NFkB inh	-8	.	-6	-6	7	-1
SRC2 inh	-11	7	-31	18	-14	13
NOD2-RIPK2 inh	7	-2	-1	9	3	1
NR5A2 inv ag	3	-2	-8	4	-20	-7
COUP-TFII inh	10	-6	-13	2	-3	-7
TRAIL sens C8	-4	11	0	4	6	3
TROY signal inh	-7	4	-6	12	-2	-8
NCOA3 inh	18	22	-14	9	-10	2

13) COc1ccc2nc(/N=C(\N)NC(=O)Nc3ccccc3)nc(C)c2c1
14) Cc1ccc(-c2n[nH]c(=O)c3ccccc23)cc1S(=O)(=O)NCCN1CCOCC1
15) CCOc1cc(/C=N\NC(=O)c2c(C)nc3ccccn23)ccc1O
16) CCCNc1cc(C)oc(=O)c1C(=O)CCC
17) CCOC(=O)c1ccc(NC(=O)CNC(=O)C23CC4CC(CC(C4)C2)C3)cc1
18) CCNS(=O)(=O)c1ccc(C(=O)OCc2cc(=O)oc3cc(OC)ccc23)cc1
compound no.	13	14	15	16	17	18
TLR9-MyD88 block	-9	10	-1	-88	-2	-2
SRC1 inh	16	-10	-9	-6	-4	-8
TWEAK-Fn14 inh	-37	-10	-45	12	-7	-14
LMP1 NFkB inh	0	6	4	-1	-3	3
SRC2 inh	-28	-29	10	-5	28	8
NOD2-RIPK2 inh	21	0	5	-7	1	4
NR5A2 inv ag	-20	0	11	8	9	-10
COUP-TFII inh	-27	0	-3	-8	15	-13
TRAIL sens C8	-6	-15	-13	-6	4	-3
TROY signal inh	-12	-10	-11	17	-2	-6
NCOA3 inh	-1	-9	-20	15	2	-19

Reprinted: entries 9–17
9) COc1ccc(N2C(=O)C3CCCN3C2=O)cc1 (stereo unspecified)
10) COc1cc2c(cc1NC(=O)COC(=O)c1ccc(C(C)(C)C)cc1)oc1ccccc12
11) Cc1ccccc1N1CCN(C2CCCN(C(=O)CCC(F)(F)F)C2)CC1 (stereo unspecified)
12) COc1ccc(NC(=O)COC(=O)[C@@H]2CCCN2C(=O)c2cccs2)c(OC)c1
13) COc1ccc2nc(/N=C(\N)NC(=O)Nc3ccccc3)nc(C)c2c1
14) Cc1ccc(-c2n[nH]c(=O)c3ccccc23)cc1S(=O)(=O)NCCN1CCOCC1
15) CCOc1cc(/C=N\NC(=O)c2c(C)nc3ccccn23)ccc1O
16) CCCNc1cc(C)oc(=O)c1C(=O)CCC
compound no.	9	10	11	12	13	14	15	16
TLR9-MyD88 block	2	-14	-2	-1	-9	10	-1	-88
SRC1 inh	10	13	6	-40	16	-10	-9	-6
TWEAK-Fn14 inh	-6	0	-8	5	-37	-10	-45	12
LMP1 NFkB inh	-6	-6	7	-1	0	6	4	-1
SRC2 inh	-31	18	-14	13	-28	-29	10	-5
NOD2-RIPK2 inh	-1	9	3	1	21	0	5	-7
NR5A2 inv ag	-8	4	-20	-7	-20	0	11	8
COUP-TFII inh	-13	2	-3	-7	-27	0	-3	-8
TRAIL sens C8	0	4	6	3	-6	-15	-13	-6
TROY signal inh	-6	12	-2	-8	-12	-10	-11	17
NCOA3 inh	-14	9	-10	2	-1	-9	-20	15

17) CCOC(=O)c1ccc(NC(=O)CNC(=O)C23CC4CC(CC(C4)C2)C3)cc1
compound no.	17
TLR9-MyD88 block	-2
SRC1 inh	-4
TWEAK-Fn14 inh	-7
LMP1 NFkB inh	-3
SRC2 inh	28
NOD2-RIPK2 inh	1
NR5A2 inv ag	9
COUP-TFII inh	15
TRAIL sens C8	4
TROY signal inh	-2
NCOA3 inh	2

Next section:
19) CN(C)c1ccc(P(=O)(OC2CCCCC2)C(O)c2ccncc2)cc1 (stereo unspecified)
20) CC(C)[C@H](NC(=O)c1ccco1)C(=O)OCC(=O)Nc1cccc(F)c1
21) COc1ccc(-c2cnc3c(NC(C)=O)cc(-c4ccccc4CN(C)C)cn23)cc1OC
22) C/C(=N/NC(=O)c1ccccc1O)c1ccc(N2C(=O)C3CCCCC3C2=O)cc1 (stereo unspecified)
23) COc1ccccc1NC(=O)c1ccc(NC(=O)COC(=O)C2(C)CC2(Cl)Cl)cc1 (stereo unspecified)
24) COc1cccc(-c2nn(C)c3sc(C(=O)NCc4ccc(C)o4)cc23)c1
compound no.	19	20	21	22	23	24
TLR9-MyD88 block	-1	-2	.	-9	-3	2
SRC1 inh	-7	1	-3	-56	2	6
TWEAK-Fn14 inh	4	9	-10	-21	17	30
LMP1 NFkB inh	8	2	.	8	-19	-9
SRC2 inh	-5	2	-23	-64	2	15
NOD2-RIPK2 inh	2	-9	1	-6	-7	3
NR5A2 inv ag	3	13	3	-105	-5	30
COUP-TFII inh	5	1	-16	-11	10	-9
TRAIL sens C8	-6	13	-1	19	26	5
TROY signal inh	-10	2	-8	-50	15	-21
NCOA3 inh	16	-11	-2	-67	11	12

25) Cc1cc(C)n2c(NC3CCCCC3)c(-c3ccccn3)nc2n1
26) CCCCCCCC1=NN(c2ccc(S(=O)(=O)O)cc2)C(=O)C1N=O (stereo unspecified)
27) CCN(CC)Cc1c(C(=O)OC)nnn1-c1nonc1N
28) CC(C)Cn1c(=O)c2ccccc2c2ccccc2c1=O
29) CCOC(=O)CCNC(=O)Nc1ccc2nc(C)n(Cc3ccccc3Cl)c(=O)c2c1
30) O=C1Nc2ccccc2-c2nnnn2C1N1CCCC1 (stereo unspecified)
compound no.	25	26	27	28	29	30
TLR9-MyD88 block	.	-9	4	-3	0	.
SRC1 inh	.	-3	19	-13	5	.
TWEAK-Fn14 inh	-4	-12	4	9	-3	.
LMP1 NFkB inh	.	0	-1	-2	-11	.
SRC2 inh	5	-1	1	23	-6	-38
NOD2-RIPK2 inh	6	12	3	3	-9	0
NR5A2 inv ag	3	4	11	-24	-7	7
COUP-TFII inh	-9	21	0	15	-15	-14
TRAIL sens C8	-13	-5	5	-4	11	-2
TROY signal inh	-2	-13	-5	-6	0	.
NCOA3 inh	.	-28	6	-18	10	.

31) Nc1nc2ccccc2n1C(=O)c1cccs1
32) CCCCC(=O)Nc1ccc(C(=O)Nc2cc(C(F)(F)F)ccc2Cl)cc1
33) COc1ccc(CCNC(=O)C(CCC(N)=O)NS(=O)(=O)c2ccc(Cl)cc2)cc1OC (stereo unspecified)
34) O=C(C1CCCN(Cc2ccccc2F)C1)N1CCCC1 (stereo unspecified)
35) COc1cc(NC(=O)c2cncc(-c3ccc(C#N)cc3)c2)cc(C(=O)Nc2cccc(C(F)(F)F)c2)c1
36) Cc1cc(N2C(=O)C(=O)/C(=C(/O)c3ccccc3)C2c2cccs2)no1 (stereo unspecified)
compound no.	31	32	33	34	35	36
TLR9-MyD88 block	-6	-7	5	-4	3&-9	7
SRC1 inh	-118	19	9	7	1&-8	2
TWEAK-Fn14 inh	39	-6	18	1	-56&-16	-13
LMP1 NFkB inh	-4	14	-1	-1	-35&-16	-1
SRC2 inh	-56	-19	-2	-11	-44&-2	-9
NOD2-RIPK2 inh	-6	-4	-11	-2	-2&-4	4
NR5A2 inv ag	-128	2	-7	4	11&9	-1
COUP-TFII inh	-25	-12	18	3	8&-2	11
TRAIL sens C8	47	11	-10	-2	57*!	-5
TROY signal inh	-20	-2	0	-12	13&7	0
NCOA3 inh	-94	7	0	1	-11&3	-23

37) O=C(Nc1ccc(Cl)cc1Cl)c1ccc2c(=O)n3c(nc2c1)CCC3
38) COc1ccccc1NC(=O)NC(=O)N(C(C)C)S(C)(=O)=O
39) COc1ccc(C2=NOC(C(=O)Nc3cccnc3)C2)cc1 (stereo unspecified)
40) CCc1nn(C(CC)C(=O)NCCCN2CC(C)CC(C)C2)c(=O)c2cc3oc(C)cc3n12 (stereo unspecified)
41) Cc1ccccc1-c1cc(C(=O)NCc2cccc(C(F)(F)F)c2)nn1CC1CC(c2cccc([N+](=O)[O-])c2)=NO1 (stereo unspecified)
42) O=C(CNC(=O)c1ccccc1Br)N/N=C/c1cccs1
43) CN1C(=O)c2ccccc2C(C(=O)O)C1c1cccc(Cl)c1 (stereo unspecified)
44) O=C(c1ccccc1)c1ccc(OCC(O)CN2CCN(S(=O)(=O)N3CCCCC3)CC2)cc1 (stereo unspecified)
compound no.	37	38	39	40	41	42	43	44
TLR9-MyD88 block	-3	0	5	8	-6	-13	1	-7
SRC1 inh	-83	17	8	0	-24	-2	-10	14
TWEAK-Fn14 inh	-40	-10	-6	24	6	6	-3	20
LMP1 NFkB inh	-26	-1	19	-1	-6	8	0	8
SRC2 inh	-47	0	27	20	13	-10	-9	22
NOD2-RIPK2 inh	-6	-2	-1	1	2	-35	1	-2
NR5A2 inv ag	-118	-3	13	5	3	-16	15	26
COUP-TFII inh	-54	9	5	-7	-5	-9	-9	42*
TRAIL sens C8	3	-7	-25	10	19	-32	5	14
TROY signal inh	-15	9	-4	-3	-10	1	-1	29
NCOA3 inh	-78	-11	18	20	-28	-21	-11	3
